# H9c2 TAG inh = inhibitors of triacylglycerol accumulation, primary screen, cell-based, uHTS, fluorescence, H9c2 | H9c2 cells, Nile Red lipid (TAG) fluorescence; cells loaded with 200 µM oleic acid | inhibition, % at 12.5 µM | 0.66% of 230,000 active | AID 651582, 2012;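 active = pattern-corrected inhibition of lipid staining of at least 50% with the nuclear-stain viability signal not falling by more than 50%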;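 note: 0% = DMSO wells and 100% = triacsin C control wells; some results filed as inactive read as strong as hits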
# H9c2 TAG inh DAPI viability = also measured in H9c2 TAG inh; calls as there; DAPI nuclei signal change (viability), lower = more cytotoxic, %;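 whole-well DAPI fluorescence read on a plate reader as a viability signal; minus 50 percent equals half of cells still viable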
# An asterisk follows results filed as active. This is a subset. The share of hits here may be higher or lower than overall.
# Results follow in this order: H9c2 TAG inh | H9c2 TAG inh DAPI viability
Cc1ccc(C)c(NC(=O)COc2coc(CN3CCc4ccccc43)cc2=O)c1
    -13 | -10
Cc1ccc([C@@H]2[C@@H]3C(=O)N(C)C(=O)[C@@H]3[C@]3(Cc4ccccc4)C(=O)N(Cc4ccccn4)CC(=O)N23)o1
    -17 | 10
CC1CCCC(C)N1CC(O)COCC1COc2ccccc2O1 (centres undefined)
    -1 | 4
Cc1cccc(OC(=O)c2ccc3nccnc3c2)c1
    -9 | 2
CCOC(=O)Nc1ccc2c(c1)N(C(=O)CN(C)C)c1ccccc1CC2
    18 | -13
COc1ccc(Cl)cc1C(=O)NCc1ccco1
    -10 | 12
CN(C)C=Nc1ncc2c([nH]c3ccccc32)c1C#N
    18 | -2
CCc1c(C(=O)OCc2ccccc2)[nH]c(C)c1C
    -17 | 3
CC(=O)N=C(N)Sc1nc2ccccc2[nH]1
    18 | -12
Cc1ccc(NC(=O)CSCC(=O)N(C)CC(=O)Nc2cccc3ccccc23)cc1
    -7 | -11
O=C(Nc1c[nH]c(=O)[nH]c1=O)c1ccc([N+](=O)[O-])cc1
    15 | -10
Cn1c(CN2CCCCC2)nc2cc(NC(=O)c3ccc(F)cc3)ccc21
    12 | -17
CCc1nn(-c2cc(Cl)ccc2OC)c2c1C(=O)CCC2
    0 | 2
CC(=O)Oc1c(-c2ccco2)oc2ccccc2c1=O
    3 | 5
CCOC(=O)N1CCC(NC(=O)CCC(=O)c2ccccc2)CC1
    -3 | 2
Cc1cc(C(=O)CN2C(=O)NC(CC(C)C)C2=O)c(C)n1C1CC1 (centres undefined)
    11 | 0
O=C(CCNS(=O)(=O)c1ccccc1C(F)(F)F)N1CCN(S(=O)(=O)c2cccc(Cl)c2)CC1
    12 | -4
CCOC(=O)c1cnc2nc(SC)nn2c1N
    -5 | 0
O=C(CCCOc1cccc(Br)c1)NC1CCC(O)CC1 (centres undefined)
    5 | 9
COC(=O)C1=C(C)N(CCc2ccc(OC)c(OC)c2)C(=O)/C1=C\N(C)C
    -3 | 8

# An excerpt of these results, with each value named:
CN(C)C=Nc1ncc2c([nH]c3ccccc32)c1C#N
  H9c2 TAG inh = 18 | H9c2 TAG inh DAPI viability = -2

CCc1c(C(=O)OCc2ccccc2)[nH]c(C)c1C
  H9c2 TAG inh = -17 | H9c2 TAG inh DAPI viability = 3

CC(=O)N=C(N)Sc1nc2ccccc2[nH]1
  H9c2 TAG inh = 18 | H9c2 TAG inh DAPI viability = -12

# Next part
# Results follow in this order: H9c2 TAG inh | H9c2 TAG inh DAPI viability
CCN(C(=O)CN1C(=O)NC2(CCCc3ccccc32)C1=O)c1ccc(F)cc1 (centres undefined)
    37 | -8
Cn1ncc(S(=O)(=O)Cc2ccccc2)c(Cl)c1=O
    -7 | 4
CCOc1ccccc1N(CC(=O)Nc1ccccc1C(=O)OC)S(C)(=O)=O
    -6 | 5
CC(C)OC(=O)N(C)C[C@@H]1OCc2ccccc2-c2c(n(C)c3ccccc23)C(=O)N([C@@H](C)CO)C[C@H]1C
    1 | -5
CC(=O)Nc1ccc(NC(=O)c2c(-c3ccccc3)noc2C)cn1
    18 | 15
O=S(=O)(c1ccc(Cl)cc1)N1CCCC1c1nc(-c2ccc(Cl)cc2)no1 (centres undefined)
    -7 | -4
O=C(CCCc1nc(-c2ccccc2)no1)Nc1cccnc1
    -2 | -1
CCOC(=O)C1=C(N)OC2=C(C(=O)CCC2)C1c1cccnc1 (centres undefined)
    2 | -2
COc1ccc(C2C(C(=O)c3ccco3)=C(O)C(=O)N2CC2CCCO2)cc1 (centres undefined)
    -35 | -9
CC(=O)Nc1ccc(Oc2cc(C#N)c(C#N)cc2N2CCOCC2)cc1
    -8 | -11
O=C(NNC(=O)c1sccc1-n1cccc1)Nc1ccccc1
    -3 | 0
COc1ccc(CCNC(=O)Nc2ccc3c(c2)c(=O)n(C)n3Cc2ccc(Cl)cc2)cc1OC
    -8 | 26
COc1ccc(NC(=O)c2c([N+](=O)[O-])c(C(C)(C)C)nn2C)cc1
    -1 | 3
COc1cccc(CN(C)CC(=O)Nc2sc3c(c2C#N)CCC3)c1
    -6 | -5
O=C(O)C(=Cc1ccc([N+](=O)[O-])cc1)c1cccc(Cl)c1
    -11 | -3
COc1ccc(NC(=O)C2CCN(c3cc(C)nc(-c4ccccc4)n3)CC2)cc1
    30 | 8
O=C(NCCN1C(=O)S/C(=C/c2cccnc2)C1=O)C1=NN(c2ccccc2)C(=O)CC1
    -2 | -1
Oc1ccc(/C=C/c2ccc3ccccc3n2)cc1
    10 | 27
CCCCC(O)(C(NC=O)C(=O)OC)C(F)(F)F (centres undefined)
    22 | -7
Cc1ccc(S(=O)(=O)CCC(=O)Nc2sccc2C#N)cc1
    -4 | 1

# (more compounds)
SMILES	H9c2 TAG inh	H9c2 TAG inh DAPI viability
COc1ccccc1N(C)S(=O)(=O)c1ccc(C(=O)OC(C)C(=O)NCc2ccc3c(c2)OCO3)cc1 (centres undefined)	20	-26
COC(=O)c1cc(=O)nc2scc(C)n12	-1	-7
CC(=O)Nc1ccc(CNc2nc(NCC3CC3)nc3ccsc23)cc1	9	4
CCN(CC)S(=O)(=O)c1cccc(-c2n[nH]c(=S)n2C)c1	-1	-11
CCN(c1ccccc1)S(=O)(=O)c1cccc(C(=O)NCC(c2cccs2)N(C)C)c1 (centres undefined)	7	-4
COc1ccc(-n2c(CNC(=O)COc3ccc(Cl)cc3)n[nH]c2=S)cc1	-1	6
COc1ccc(CCN(C)S(=O)(=O)c2cn(C)c(=O)n(C)c2=O)cc1OC	3	4
O=C(C(c1ccccc1)c1ccccc1)N1CC[C@@]2(O)CCCC[C@H]2C1	0	-6
COc1ccc(C)cc1S(=O)(=O)N(C)CC(=O)N1CCCC1	3	-4
Cc1oc(-c2ccc(F)cc2F)nc1CN1CCN(C(=O)c2ccco2)CC1	1	-5
CC(C(=O)NCC(=O)Nc1ccc(F)c(F)c1F)N1CCN(Cc2ccc(C#N)cc2)CC1 (centres undefined)	18	-3
COc1ccc(C(=O)NCc2ccc(F)cc2)cc1S(=O)(=O)N1CCCC1	-7	-6
COCC(C)n1c(COc2ccccc2F)nnc1SCC(=O)c1c(N)n(C)c(=O)n(C)c1=O (centres undefined)	-2	-3
CC(=O)Nc1ccc(C(=O)OCc2ccccc2Cl)cc1	6	-6
O=c1c(C/C=C/c2ccccc2)c(O)ccn1Cc1ccc(Cl)cc1Cl	-5	2
CC(=O)Nc1ccc(S(=O)(=O)N2CCN=C2SCc2ccc([N+](=O)[O-])cc2)cc1	-24	-1
CCCc1cc(NCC2CCCO2)n2c(nc3ccccc32)c1C#N (centres undefined)	-1	30
CCOC(=O)c1cn(Cc2ccccc2)nc1-c1ccccc1	-17	7
N#Cc1ccsc1NC(=O)COc1ccc(-c2nnco2)cc1	-4	0
Cc1ccc(N=Cc2c(O)n(-c3nccs3)c(=O)c3ccccc23)c(C)c1	17	7
CSc1ncccc1C(=O)OCCCC(=O)c1ccc(F)cc1	-36	7
O=C(OC(C(=O)NC1CCCCC1)c1ccc(C(F)(F)F)cc1)c1ccco1 (centres undefined)	-34	2
O=C(N/N=C/C(Br)=C/c1ccccc1)c1cnccn1	10	-3
O=C(c1ccc(COc2ccc(F)cc2)o1)n1cccn1	-1	33
CCCCSc1nc(O)c(C2OC(=O)c3c2ccc(OC)c3OC)c(=O)n1C (centres undefined)	6	3

# Looked up one by one from the list above:
SMILES	H9c2 TAG inh	H9c2 TAG inh DAPI viability
O=C(N/N=C/C(Br)=C/c1ccccc1)c1cnccn1	10	-3
O=C(c1ccc(COc2ccc(F)cc2)o1)n1cccn1	-1	33
COc1ccc(C)cc1S(=O)(=O)N(C)CC(=O)N1CCCC1	3	-4
O=c1c(C/C=C/c2ccccc2)c(O)ccn1Cc1ccc(Cl)cc1Cl	-5	2

# Additional entries follow:
SMILES	H9c2 TAG inh	H9c2 TAG inh DAPI viability
CC(C)(CNc1ccc([N+](=O)[O-])cc1C#N)N1CCOCC1	-4	-7
CC(C)(C)n1nc2c(c1NC(=O)Cc1cccc3ccccc13)CS(=O)C2 (centres undefined)	1	-7
CCc1ccc(NC(=O)Cn2cnc3c(=O)n(C)c(=O)n(C)c32)cc1	13	-6
CCOC(=O)c1cnc2c(-c3ccccc3OC)c(C)nn2c1C	8	5
C/C(=N\NC(=O)c1nn(C)cc1Br)c1cccc(NC(=O)C2CCCC2)c1	11	-1
Cc1ccc(C(=O)Nc2cccc3ccccc23)o1	9	-3
C(=N\Nc1nc2ccccc2[nH]1)/c1cccc2cccnc12	67*	-34*
COC(=O)C1=C(C)N(Cc2ccccc2)C(=NCCc2ccccn2)N[C@H]1c1cccc(F)c1	9	-2
CCc1ccc(-c2nc(CN3CCC(C(=O)NCCN(CC)c4ccccc4)CC3)c(C)o2)cc1	41	-12
COc1ccc(C)cc1NC(=O)C1CCCN(S(=O)(=O)c2cnc[nH]2)C1 (centres undefined)	7	-1
O=S(=O)(c1ccccc1)N1CCN(C(=S)Nc2ccc(Br)cc2)CC1	15	-2
CN(CC(=O)Nc1ccccc1N1CCCC1)S(=O)(=O)c1ccc(F)cc1	-56	-4
COc1cc([N+](=O)[O-])cc(/C=N/NC(=O)CSc2ccccn2)c1O	11	-11
CCn1c(COc2cc(C)ccc2C(C)C)nnc1SCC(=O)Nc1nccs1	24	-9
Cc1c(C(=O)OCC(=O)N2CC(=O)Nc3ccccc32)oc2ccccc12	3	-3
OCCN1CCN(CC#CCC(c2ccccc2)c2ccccc2)CC1	-5	3
COc1ccc(CCNC(=O)C(=O)NCC2CCCN2S(=O)(=O)c2ccccc2)cc1OC (centres undefined)	-7	4
O=C(COC(=O)CCCCCN=C1NS(=O)(=O)c2ccccc21)Nc1ccc(Cl)c(Cl)c1	2	4
CCC(=O)N/N=C/c1ccc(-c2ccc([N+](=O)[O-])cc2)o1	-1	0
O=C(c1cccnc1NCc1ccc(F)cc1)N1CCOCC1	-7	7
O=[N+]([O-])c1ccc(S(=O)(=O)N2CCN(c3ccc(N4CCOCC4)nn3)CC2)cc1	-3	-1
O=C(CN1CCN(c2ccccc2F)CC1)Nc1nnc(C(F)(F)F)s1	-12	-1
CCN(CC)S(=O)(=O)c1ccc(OC)c(NC(=O)c2cc([N+](=O)[O-])ccc2Cl)c1	-29	-21
Cc1ccsc1C(=O)Nc1nc2ccccc2[nH]1	7	1
CC/C(=N/O)C(=O)c1ccc(Br)cc1	1	11
COc1ccc(CN2C=C3C(=O)C(C)(OC(=O)CCc4ccccc4)C(=O)C=C3C=C2c2ccc(C#N)cc2)cc1 (centres undefined)	12	-6
COc1cccc(NC(=S)/C(=C(\[O-])c2ccc([N+](=O)[O-])cc2)[n+]2ccccc2)c1	-1	7
CCOc1ccc(NC(=O)C2CC(=O)OC2c2ccccc2)cc1 (centres undefined)	0	1
O=Nc1c(O)n(Cc2ccccc2)c2ccccc12	-10	2
Cc1ccc(S(=O)(=O)Nc2ccccc2F)cc1C(=O)OC(C)C(=O)N1CCOCC1 (centres undefined)	-4	-2
O=C(COC(=O)C1(c2ccc(Cl)cc2)CCCC1)NC1CCS(=O)(=O)C1 (centres undefined)	0	-6

# Molecules shown so far that have a tert-butyl group:
SMILES	H9c2 TAG inh	H9c2 TAG inh DAPI viability
COc1ccc(NC(=O)c2c([N+](=O)[O-])c(C(C)(C)C)nn2C)cc1	-1	3
CC(C)(C)n1nc2c(c1NC(=O)Cc1cccc3ccccc13)CS(=O)C2 (centres undefined)	1	-7

# In the list so far, these have a CF3 group:
SMILES	H9c2 TAG inh	H9c2 TAG inh DAPI viability
O=C(CCNS(=O)(=O)c1ccccc1C(F)(F)F)N1CCN(S(=O)(=O)c2cccc(Cl)c2)CC1	12	-4
CCCCC(O)(C(NC=O)C(=O)OC)C(F)(F)F (centres undefined)	22	-7
O=C(OC(C(=O)NC1CCCCC1)c1ccc(C(F)(F)F)cc1)c1ccco1 (centres undefined)	-34	2
O=C(CN1CCN(c2ccccc2F)CC1)Nc1nnc(C(F)(F)F)s1	-12	-1
